Kir21 block – inhibitors of mouse Kir2.1 inward-rectifier potassium channel. Inward rectifier potassium channel 2 (Mus musculus), P35561. HEK293-Kir2.1, FluxOR thallium flux fluorescence; stronger effect = lower value. B-score at 10 µM. 310,000 compounds, 0.85% hits;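 active = fluorescence ratio B-score at or below minus 3 SD of library scores, with starting-brightness B-score within 2 SD, cut at about -4.2 in these data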;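 also: channel flux triggered by added potassium and thallium sulfate stimulus; B-score of peak minus minimum fluorescence over baseline after thallium stimulus; more negative B-score means stronger Kir2.1 block with less thallium influx; some compounds called inactive have numbers as strong as hits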
Target sequence (P35561 whole entry, looked up): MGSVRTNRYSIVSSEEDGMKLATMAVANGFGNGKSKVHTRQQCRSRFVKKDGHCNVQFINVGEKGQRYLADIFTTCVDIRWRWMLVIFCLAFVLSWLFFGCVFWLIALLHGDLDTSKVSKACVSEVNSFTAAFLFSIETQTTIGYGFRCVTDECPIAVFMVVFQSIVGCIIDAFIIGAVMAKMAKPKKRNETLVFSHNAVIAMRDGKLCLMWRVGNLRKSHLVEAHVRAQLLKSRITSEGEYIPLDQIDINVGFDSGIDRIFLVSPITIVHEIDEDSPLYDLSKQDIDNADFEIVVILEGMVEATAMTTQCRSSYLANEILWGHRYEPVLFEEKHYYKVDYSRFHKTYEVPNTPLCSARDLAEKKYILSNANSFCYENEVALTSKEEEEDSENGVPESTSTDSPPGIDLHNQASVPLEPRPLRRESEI
STK33 kinase inh – inhibitors of purified STK33 kinase, primary screen, biochemical, ADP-Glo luminescence, homogeneous, cell-free | 320,000 compounds, 0.073% hits | inhibition, % at 10 µM | MBP phosphorylation | Serine/threonine-protein kinase 33 (Homo sapiens), Q9BYT3 | AID 2661, 2010;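 active = inhibition at or above 25%, using the most active replicate where run in duplicate; inactive = inhibition below 25%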
Target sequence (Q9BYT3 whole entry, looked up): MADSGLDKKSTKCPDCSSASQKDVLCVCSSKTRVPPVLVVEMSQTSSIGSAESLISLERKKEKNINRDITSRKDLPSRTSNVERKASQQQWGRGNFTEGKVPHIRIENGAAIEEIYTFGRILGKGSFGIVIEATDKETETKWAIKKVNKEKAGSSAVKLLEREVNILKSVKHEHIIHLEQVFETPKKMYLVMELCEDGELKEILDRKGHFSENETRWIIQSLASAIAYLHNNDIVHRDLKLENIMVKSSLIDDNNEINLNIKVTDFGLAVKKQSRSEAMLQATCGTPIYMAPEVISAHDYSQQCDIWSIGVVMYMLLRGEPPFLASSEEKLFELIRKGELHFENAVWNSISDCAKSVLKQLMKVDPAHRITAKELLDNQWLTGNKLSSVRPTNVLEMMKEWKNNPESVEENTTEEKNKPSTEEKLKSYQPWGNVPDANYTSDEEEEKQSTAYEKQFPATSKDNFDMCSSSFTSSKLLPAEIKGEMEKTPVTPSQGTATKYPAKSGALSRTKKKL
* = called active by the depositor; / = not tested or not shown.

Molecule,Kir21 block,STK33 kinase inh
O=C(O)CSc1nnc(-c2ccncc2)n1-c1ccc(Cl)cc1,0.12,-1.9
Cc1ccc2nc(SCC(=O)N3CCCCC3)nc(=O)n2c1,-0.17,3.0
COc1ccc(OCC(=O)Nc2c(C)ccc3nsnc23)cc1,-0.06,-2.7
COc1ccc(-c2nc(CN3CCC(C(=O)NC4CCCC4)CC3)c(C)o2)cc1OC,2.2,0.5
CCOC(=O)c1cc(C#N)c(SCC(=O)Nc2ccc(C(C)=O)cc2)[nH]c1=O,0.45,0.0
COc1ccccc1CNc1nc(=S)[nH]c2cc(OC)c(OC)cc12,2,1.3
COCCNC(=O)C1CC(c2ccccc2C(F)(F)F)=NO1 (stereo not given),-0.4,3.0
O=C(OC(C(=O)NC1CCCCC1)c1ccccc1F)c1ccco1 (stereo not given),0.17,-0.6
CCn1c(CCNC(=O)c2cccs2)nnc1SCC(=O)Nc1ccc(Cl)cc1,-1.2,-1.1
O=C(NCc1nc2ccccc2[nH]1)c1ccco1,0.53,-0.8
Cc1ccc(NC2c3ncccc3C(=O)N2Cc2cccs2)cc1C (stereo not given),-0.71,-0.8
CC(=O)Nc1cccc(-c2csc(Nc3cc(C)ccn3)n2)c1,2.6,0.6
COCC(O)CNc1ccccc1 (stereo not given),0.06,-0.8
Cn1c(NNC(=O)c2cccc3ccccc23)cc(=O)n(C)c1=O,0.52,-2.2
C=CCC(=O)NC(C)c1cnn(-c2ccccc2C)c1C (stereo not given),2.2,-0.2
Cc1onc(-c2ccccc2Cl)c1C(=O)Nc1cccc(S(=O)(=O)NC2=NCCC2)c1,-1.3,0.0
O=C(CN1C(=O)CSc2ccccc21)Nc1ccc2c(c1)OCCO2,0.04,1.0
O=C(NCCCNCc1ccccc1)/C(=N\O)c1ccccc1,/,-0.2
O=C(c1cc(-c2ccc(Cl)cc2)nc2ccccc12)N1CCOCC1,1.6,-0.2
c1ccc(-c2n[nH]c(-c3ccccc3)c2-c2nc3ccccc3[nH]2)cc1,-0.41,-0.3
COc1cccc(C2c3c(-c4ccccc4O)n[nH]c3C(=O)N2Cc2ccco2)c1 (stereo not given),-0.12,-0.8
C=CCNC1=C(Cl)C(=O)N(c2ccccc2Cl)C1=O,1.9,-1.5
O=C(CCC(=O)N1CCOc2ccc(Cl)cc21)NCCCN1CCN(c2ccccc2F)CC1,-2,-0.2
O=C(NCCS(=O)(=O)N1CCCCC1)c1ccccc1,0.15,-0.9
N#CCCn1cc(C(=O)Nc2ccc(C(=O)O)cc2)c(-c2cccs2)n1,-0.09,0.1

Some of these compounds in order of number of heavy atoms, low to high.
Molecule,Kir21 block,STK33 kinase inh
O=C(NCc1nc2ccccc2[nH]1)c1ccco1,0.53,-0.8
C=CCC(=O)NC(C)c1cnn(-c2ccccc2C)c1C (stereo not given),2.2,-0.2
CC(=O)Nc1cccc(-c2csc(Nc3cc(C)ccn3)n2)c1,2.6,0.6

(further entries)
Molecule,Kir21 block,STK33 kinase inh
COc1cc(OC)cc(C(=O)N[C@H](C(=O)Nc2ccccc2N2CCOCC2)C(C)C)c1,-0.51,0.2
Cc1occc1-c1nnc(SCC(=O)NCCc2ccccc2)n1C(C)c1ccccc1 (stereo not given),-3.3,1.4
O=C(NCCOC(=O)c1ccc(S(=O)(=O)N2CCOCC2)cc1)c1cccnc1,0.32,0.0
COc1ccc(CN2CCC(n3nccc3NC(=O)C3CCCC3)CC2)c(OC)c1,0.04,1.6
Cc1nc(CS(=O)(=O)c2ccc(Cl)cc2)sc1C(=O)O,-0.29,0.1
COc1cc(NC(=O)c2cccc(Cl)c2)c(OC)cc1NC(=O)CN1CCCCC1,0.55,-1.0
COc1cc(/C=N\NC(=O)C2CC3C=CC2C3)ccc1O (stereo not given),-1.3,-0.3
C[C@H]1COC(=O)[C@@H](Cc2ccc(F)cc2)CC/C=C\C[C@H](CC(=O)NCCO)C(=O)N1,/,0.1
COc1ccccc1C(=O)NCC(=O)N/N=C/c1ccncc1,0.15,0.1
CCCCN(CC)CCCNC(=O)c1cc2c(=O)[nH]c3ccccc3c2s1,0.38,0.9
COc1ccc(C(=O)N/C(=C\c2cccs2)C(=O)N2CCN(C)CC2)cc1OC,1.1,3.0
COc1ccc(C2/C=C\CN(C(=O)c3ccc(C)cc3)CC(=O)N2Cc2ccc(F)cc2)cc1 (stereo not given),0.87,-0.8
C=CCn1cccc(C(=O)Nc2cc(OC)c(OC)c(OC)c2)c1=O,0.19,1.5
COC(=O)c1ccccc1NC(=O)CCc1ccccc1,0.11,-1.2
CC(C)CC(NC(=O)OC(C)(C)C)C(=O)NC(C(=O)NC(C)C(N)=O)C(C)C (stereo not given),1.2,-1.5
CCC(=O)N1CCN(c2ccc(Cl)cc2NC(=O)c2ccc(N3CCCC3)c([N+](=O)[O-])c2)CC1,-0.26,-0.9
CN(C(=O)COC(=O)COc1ccc(Cl)cc1Cl)c1c(N)n(Cc2ccccc2)c(=O)[nH]c1=O,0.06,-1.6
COc1cc(-n2nnnc2SCC(=O)N2CCN(c3ccc(F)cc3)CC2)c(OC)cc1Cl,1,/
COc1cc2c(cc1OC)CN(Cc1cc(OC)c(O)c(OC)c1)CC2,-1.6,-1.0
CN(C)S(=O)(=O)N1CCN(C(=O)N(c2ccccc2)c2ccccc2)CC1,-0.03,-0.1
CC(=O)C1=C(C)NC(SCc2cccc3ccccc23)=C(C#N)C1c1ccco1 (stereo not given),0.9,-2.1
Cc1cc(C)n(-c2nc3ccccc3c(=O)n2OCCOc2ccccc2)n1,-1.7,-0.5
CC(C)(C)n1nnnc1C(c1ccc(Cl)cc1)N1CCSCC1 (stereo not given),1.4,-1.4
CNCCOc1ccccc1OC(C)C,-0.74,-4.4
Clc1ccc(-n2cccc2/C=N/n2cnnc2)cc1,-0.47,-1.0

A different layout for some results above:
O=C(NCc1nc2ccccc2[nH]1)c1ccco1
  Kir21 block: 0.53
  STK33 kinase inh: -0.8

Cc1ccc(NC2c3ncccc3C(=O)N2Cc2cccs2)cc1C (stereo not given)
  Kir21 block: -0.71
  STK33 kinase inh: -0.8

CC(=O)Nc1cccc(-c2csc(Nc3cc(C)ccn3)n2)c1
  Kir21 block: 2.6
  STK33 kinase inh: 0.6

COCC(O)CNc1ccccc1 (stereo not given)
  Kir21 block: 0.06
  STK33 kinase inh: -0.8

Other compounds follow:
Molecule,Kir21 block,STK33 kinase inh
CC(C)CCOCC1CC2(CC(C)(c3csc(N)n3)OC2=O)C(=O)O1 (stereo not given),1.4,1.7
Cn1cc(C(=O)N/N=C/C2=C(N3CCOCC3)C(=C/c3ccc([N+](=O)[O-])cc3)/CC2)ccc1=O,-0.72,-0.5
CC(C)(NC(=O)N1CCOCC1)c1cccc(C(C)(C)NC(=O)N2CCOCC2)c1,1.3,-1.3
COC(C[C@@H]1O[C@H]1[C@H](O)[C@@H](C)OCc1ccccc1)OC,1.6,-1.6
CC1CCN(C(=O)c2cc3nc(-c4ccccc4)cc(-c4ccccc4)n3n2)CC1,-0.38,0.8
COc1ccc(-c2ncccc2OC(=O)C23CC4CC(CC(C4)C2)C3)cc1,-1.4,-1.6
Cc1ccc(C)c(Cc2c(C)nc(C)[nH]c2=O)c1,-2.1,1.6
COc1ccc(Cl)cc1NC(=O)CN(C)S(=O)(=O)c1cccs1,0,-0.6
COc1ccc(NC(=O)CC(C)n2ccnc2)cc1 (stereo not given),0,1.8
CCN1CCSc2ccc(C(=O)NCc3ccccc3F)cc21,0.39,-1.7
COC(=O)c1ccc2nc(NC(=O)C(C)(C)C)sc2c1,2.2,4.1
O=C(CSc1nc2c(sc3ccccc32)c(=O)n1-c1ccccc1)NCc1ccco1,1.2,-1.1
CCN1C(=O)[C@@H]2[C@@H](c3ccc(-c4ccc(OC)cc4)cc3)N3CCC[C@@]3(C(=O)OC)[C@@H]2C1=O,0.28,-0.5
COc1ccc(S(=O)(=O)N2CCC(C(=O)NC3CC3)CC2)cc1Cl,-0.11,0.8
CCOC(=O)c1cnc2c(C)cc(Cl)cc2c1NCCCN1CCOCC1,1.1,0.0
Cc1c(Cl)cccc1NC(=S)N=Nc1c(O)n(CN2CCOCC2)c2ccccc12,0.62,0.6
O=C(NC1CCN(Cc2ccccc2)CC1)c1ccccc1F,-0.41,-1.8
O=C1c2ccsc2SCCN1Cc1ccc(Cl)cc1,-1.8,-0.6
CCCCCOC(=O)CSc1nc2c(c(=O)[nH]c(=O)n2C)n1CCc1ccccc1,0.54,-2.1
Cn1c(SCC(=O)NC2CC2)nnc1-c1ccccc1Cl,-0.59,-0.6
Cc1ccc(S(=O)(=O)N2CCC(c3nnc(SCCN4CCCC4)n3C)CC2)cc1,-0.84,1.7
O=[N+]([O-])c1ccc(-[n+]2ccc3ccccc3c2)c([N+](=O)[O-])c1,-4.7*,3.3
CC(C)Oc1ccc(C(=O)Nc2ccc(C(F)(F)F)n(C)c2=O)cc1,-1.2,-0.1
CCc1ccc(NS(=O)(=O)c2ccc(C)c(C(=O)N3CCOCC3)c2)cc1,0.51,-2.0
CCSc1nnc2nc3[nH]c4c(C)cccc4c3nn12,-0.21,0.4

Next section:
canonical_smiles | Kir21 block | STK33 kinase inh
O=C1NCCCC1C(=O)N/N=C/c1ccccc1[N+](=O)[O-] (stereo not given) | 0.77 | -1.1
[O-][n+]1cccc2ncc3cscc3c21 | 0.98 | 2.4
CCN1CCN(c2nnc(-c3ccc(C)cc3)c3ccccc23)CC1 | -0.06 | -1.1
CCC(C(=O)NC(C)(C)C)N(Cc1cccs1)C(=O)CNS(=O)(=O)c1ccccc1 (stereo not given) | -1.2 | -0.6
CN(C)c1cc(-c2ccc(Cl)c(Cl)c2)oc(=O)c1Cl | 0.1 | -2.0
O=[n+]1c2c(n([O-])c3c1CCCC3)CCCCC2 | -0.83 | -1.8
CCn1c(=O)c(=O)[nH]c2cc(C(=O)NC3CCCc4ccccc43)ccc21 (stereo not given) | 2.8 | -0.7
Cc1noc(C)c1COC(=O)c1ccc(F)c(S(=O)(=O)N2CCCCC2)c1 | -1.1 | -0.1
COc1ccc(-c2csc(NC(=O)CSCC(=O)Nc3cc(C)on3)n2)c(OC)c1 | 0.23 | 1.2
CCCCC(=O)Nc1ccc(Cl)cn1 | 0.76 | -2.9
O=C1S/C(=C\C=C\c2ccco2)C(=O)N1c1ccccc1 | -0.43 | 1.2
COc1ccc(CNC(=O)CN2C(=O)C(C)N(c3ccc(C)cc3)C2=O)cc1 (stereo not given) | 0.75 | -1.0
N/C(=N\OC(=O)CCCc1ccccc1)c1ccccc1Cl | 0.02 | -0.6
COc1ccc(OC)c(-c2csc(NC(=O)c3ccccc3F)n2)c1 | -0.54 | -1.7
CC(C)=CC(=O)OCC(=O)Nc1ncc(Cl)c(C)c1Cl | -0.55 | -1.0
CCN1C(=O)C(CC(=O)Nc2ccc(OC)cc2)N(Cc2cccs2)C1=S (stereo not given) | 0.2 | -0.7
O=C(NCc1ccccn1)C(=O)NCC1OCCN1S(=O)(=O)c1ccc(Cl)cc1 (stereo not given) | -0.06 | -0.2
CCOC(=O)c1oc2ccc(Cl)cc2c1NC(C)=O | -0.16 | -1.0
O=C(/C=C/c1ccccc1Cl)Nc1ccccc1 | -1.7 | 2.7
COC(=O)C1=C(C)N(c2ccc(C)c(C)c2)/C(=C/c2cccs2)C1=O | -0.31 | -1.1
CN(C(=O)COC(=O)c1ccc([N+](=O)[O-])cc1N)c1ccccc1 | -1.1 | -0.1
COc1ccc(C)cc1NC(=O)c1sc2ncn(CC(=O)N3CCCCC3)c(=O)c2c1C | -0.56 | 0.0
COc1ccc(-n2c(Cc3cccn3C)nnc2SCC(=O)Nc2ccc(F)cc2F)cc1 | -0.02 | -0.2
Nc1ccc(OCc2ccccc2)cc1 | 0.76 | 0.5

Kir21 block, entries above that show a hit.
canonical_smiles | Kir21 block | STK33 kinase inh
O=[N+]([O-])c1ccc(-[n+]2ccc3ccccc3c2)c([N+](=O)[O-])c1 | -4.7* | 3.3

Carrying on.
canonical_smiles | Kir21 block | STK33 kinase inh
Cc1cc(C)c2c(-n3cccc3)c(C(=O)NNS(=O)(=O)c3ccc(Cl)cc3)sc2n1 | 0.47 | 0.8
O=C(NCc1cccc(F)c1)c1ccc(N2C(=O)Cn3c(cc4sccc43)C2=O)cc1 | 0.03 | -1.2
C=CCNc1nc(C(=O)OCC(=O)c2ccc(F)cc2)cs1 | -0.19 | -1.7
O=C(CSc1ccsc1[N+](=O)[O-])NCCc1ccc(Cl)cc1 | 0.83 | -1.7
CN(CC(=O)Nc1ccccc1N1CCCC1)S(=O)(=O)c1ccc(F)cc1 | 0.05 | 0.0
COc1cccc(CNC(=O)COC(=O)CN(C)S(=O)(=O)c2ccc(NC(C)=O)cc2)c1 | -2.5 | -3.9
Cc1ccccc1NC(=O)C(NS(=O)(=O)c1ccc2c(c1)c(=O)n(C)c(=O)n2C)c1ccccc1 (stereo not given) | 0.1 | -1.0
O=C(CSc1ccc(Cl)cc1)NC(=O)NCc1ccco1 | 2.3 | -1.6
COc1ccccc1OCC(=O)Nc1ccncc1 | -2 | 0.4
O=C(CN1C(=O)c2ccccc2C1=O)NCc1ccc(F)cc1 | -0.91 | -0.9
